Screening data as filed in PubChem.
Siah-1 displacement – blockers of Siah-1 interaction with plectin peptide – biochemical, fluorescence polarization, rhodamine-plectin, uHTS, primary screen (AID 1817); Siah-1 / rhodamine-plectin peptide fluorescence polarization; higher % means a stronger effect; displacement, % at 20 µM; hits with a dose series show IC50 in µM; 290,000 compounds, 0.02% hits;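 active = displacement of at least 50% at 20 µM, with a fluorescence ratio check between 0.3 and a set limit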;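 also: plate controls were Siah plus tracer with DMSO for no effect and tracer alone without Siah for full effect; strong numbers were not always called active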
NTR1 agonist – agonists of NTR1, primary screen, imaging, U2OS cells, beta-arrestin-GFP, high content (AID 493036). 330,000 compounds, 0.17% hits. activation, % at 20 µM. NTR1-U2OS beta-arrestin-GFP spot imaging, agonist mode;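 active = activation at or above 40% of the spot to cytoplasm intensity ratio, with at least 20 cells analyzed; inconclusive = wells under 20 cells, flagged as cytotoxic or low count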;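 also: 0% = DMSO without peptide and 100% = 100 nM NTR1 peptide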
Target sequence (P30989 whole entry, looked up): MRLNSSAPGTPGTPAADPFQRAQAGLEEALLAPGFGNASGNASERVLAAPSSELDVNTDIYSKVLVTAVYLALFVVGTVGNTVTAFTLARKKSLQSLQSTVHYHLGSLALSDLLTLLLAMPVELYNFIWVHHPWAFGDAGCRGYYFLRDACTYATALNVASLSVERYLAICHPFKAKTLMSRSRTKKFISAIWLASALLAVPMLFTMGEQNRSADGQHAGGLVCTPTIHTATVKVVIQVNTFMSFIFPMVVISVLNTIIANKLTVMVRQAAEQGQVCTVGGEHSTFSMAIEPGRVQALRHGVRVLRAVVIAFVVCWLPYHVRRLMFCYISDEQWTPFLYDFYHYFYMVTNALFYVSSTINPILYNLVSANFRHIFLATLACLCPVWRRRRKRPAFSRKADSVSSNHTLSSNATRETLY
GPR55 antagonists – inhibition of LPI-stimulated GPR55 beta-arrestin translocation – imaging, U2OS, beta-arrestin-GFP, LPI agonist, primary screen (AID 2013) | U2OS GPR55 beta-arrestin-GFP translocation imaging, LPI antagonism; higher % means a stronger effect | inhibition, % at 10 µM; hits with a dose series show IC50 in µM | 290,000 compounds, 0.13% hits;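 active = spots per cell inhibited over 60%, with over 100 cells counted and total cytoplasm intensity under 500,000; inconclusive = wells with under 100 cells, flagged as likely toxic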;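 also: U2OS cells stably carrying GPR55 and arrestin-GFP stimulated by 5 µM LPI near EC80; imaged beta-arrestin-GFP aggregate spots per cell after agonist stimulation; plate controls were LPI-stimulated DMSO wells for no effect and DMSO wells without LPI for full effect; some results filed as inactive read as strong as hits; confirmed hits need IC50 under 10 µM and bright autofluorescent wells are also inconclusive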
HIV fusion peptide – cell-free HIV fusion peptide-binding blockers – biochemical, uHTS, fluorescence dequenching, primary screen (AID 1986); 290,000 compounds, 0.3% hits; one-dose inhibition, % at 20 µM; IC50 in µM for titrated hits; cell-free peptide binding, fluorescence dequenching, 30 min; higher % means a stronger effect; in the data active = inhibition mostly above about 52%, no sharp cut-off; inactive = mostly below about 76%; also: some results filed as inactive read as strong as hits
Rac1 GTP hydrolysis – MgcRacGAP GTPase-activating activity inhibitors, confirmation, biochemical, ADP Hunter fluorescence; MgcRacGAP-stimulated Rac1 GTP hydrolysis, ADP Hunter fluorescence; higher % means a stronger effect; GST-tagged Rac1 F28L mutant substrate; inhibition, % at 30 µM; hits with a dose series show IC50 in µM; 340,000 compounds, 0.6% hits; AID 624330;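 active = first-screen hits whose inhibition reached a set limit at any dose in the follow-up dose series; inconclusive = inhibition above the set first-screen limit but never retested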;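 also: fluorescence reports GDP produced by GAP-driven GTP hydrolysis; strong numbers were not always called active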
Myeloid diff 2 – compounds promoting myeloid differentiation | ER-HoxA9 myeloid progenitors, lysozyme-GFP differentiation, flow cytometry | calls only at 10 µM | 360,000 compounds, 1% hits | AID 624256;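 active = normalized GFP-positive differentiation at or above the plate's own cutoff, the solvent-only control mean plus 3 SD; inconclusive = no clear call, values can overlap the other calls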;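 also: cells exposed to compound for four days before flow analysis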
LYP phosphatase – PTPN22 lymphoid phosphatase activity blockers – biochemical, fluorescence intensity, uHTS (AID 1779); recombinant LYP phosphatase, fluorescence intensity; higher % means a stronger effect; inhibition, % at 11.5 µM, or IC50 in µM where a hit was titrated; 290,000 compounds, 0.054% hits; in the data active = inhibition above about 50%;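 also: plate controls were vehicle with enzyme for no effect and no enzyme for full effect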
GPR35 arrestin U2OS – inhibition of zaprinast-stimulated GPR35 beta-arrestin translocation – imaging, U2OS, beta-arrestin-GFP, zaprinast agonist, primary screen (AID 2058); 290,000 compounds, 0.052% hits; inhibition, % at 10 µM; hits with a dose series show IC50 in µM; U2OS GPR35 beta-arrestin-GFP translocation imaging, zaprinast antagonism; higher % means a stronger effect;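 active = inhibition of at least 50% with at least 30 cells and total cytoplasm GFP at most 10,000,000; inconclusive = under 30 cells or total GFP of 10,000,000 plus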
PhoP inhibition – PhoP-dependent GFP reporter repression – Salmonella Typhimurium, primary screen (AID 1863); S. Typhimurium PhoP-regulated promoter GFP reporter, 4 h; higher % means a stronger effect; inhibition, % at 50 µM; hits with a dose series show IC50 in µM; 300,000 compounds, 0.16% hits;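 active = inhibition over 29.93%, a cutoff 3 SD above the screen mean, later confirmed by dose response; inconclusive = inhibition over 29.93% but no dose response follow-up; inactive = inhibition at most 29.93% or unconfirmed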;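 also: 0% = low Mg2+ inducing control and 100% = high Mg2+ repressing control; strong numbers were not always called active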
NTR1 agonist cell count 20 µM – recorded beside NTR1 agonist, whose call it bears; cell count; measured here: cell count, cytotoxicity flag
Myeloid diff 2 GFP+ MAC1+ % – also measured in Myeloid diff 2; calls as there; GFP+ MAC1+ double positive, %; measured here: differentiation confirmed by MAC1 staining
An asterisk follows results filed as active; i = inactive; ? = inconclusive; / = not tested or not shown.

SMILES	Siah-1 displacement	NTR1 agonist	NTR1 agonist cell count 20 µM	GPR55 antagonists	HIV fusion peptide	Rac1 GTP hydrolysis	Myeloid diff 2	Myeloid diff 2 GFP+ MAC1+ %	LYP phosphatase	GPR35 arrestin U2OS	PhoP inhibition
Cc1cc(/C=N/n2cnnc2)c(C)n1-c1ccc(Cl)cc1	-1.0%	0.4	59	-5.9%	-3.1%	7.2%	i	0.8	1.6%	6.0%	7.4%
O=C(Nc1ccc(S(=O)(=O)Nc2nccs2)cc1)c1cnc(Cl)c(Cl)c1	0.8%	-2.0	54	-7.7%	9.5%	5.8%	i	0.2	1.7%	-11.8%	0.4%
CCOC(=O)N1CCN(c2c(NCc3cccs3)c(=O)c2=O)CC1	0.3%	-0.8	46	-20.5%	-3.0%	3.2%	i	2.4	-10.1%	2.4%	8.4%
Cc1cc(C)nc(SCc2ccc(C(=O)N/N=C/c3ccco3)cc2)n1	19.7%	0.7	53	-8.7%	1.3%	-0.4%	i	0.0	4.4%	-12.6%	-6.3%
COc1ccc(CN2CCNC(=O)C2CC(=O)O)c(OC)c1 (centres undefined)	0.8%	0.5	85	-12.0%	-1.4%	-5.2%	i	3.3	0.1%	-2.8%	-4.2%
COc1ccc(CNC(=O)C/C(C)=N/NC(=O)c2ccc([N+](=O)[O-])cc2Cl)cc1	4.1%	-0.3	21	4.1%	-0.5%	3.9%	i	0.1	-7.6%	9.7%	-2.8%
O=C1C2C(c3ccccc3)CC=CC2[C@H](c2ccc3ccccc3c2)N1Cc1ccccc1 (some centres undefined)	1.4%	15.0	87	35.8%	3.1%	6.0%	i	0.7	2.4%	-1.8%	-3.4%
CCn1c(=O)c([N+](=O)[O-])c(NCC(O)c2ccccc2)c2ccccc21 (centres undefined)	0.7%	1.2	58	9.6%	-0.5%	9.5%	i	0.4	-3.5%	8.5%	4.2%
O=C(c1sc2ccccc2c1Cl)N1CCN(c2ccccn2)CC1	1.6%	2.0	61	3.9%	-1.1%	10.5%	i	2.9	-4.4%	3.1%	0.8%
CCN(CC)c1nc(C(F)(F)F)nc2c1nnn2Cc1ccccc1	0.3%	3.5	45	1.0%	0.8%	9.0%	i	0.1	-7.4%	7.9%	-4.0%
Cc1cc(-c2ccc(C)c(S(=O)(=O)NCC3CCN(Cc4ccc(F)cc4)CC3)c2)on1	-0.4%	2.9	43	7.8%	1.3%	7.2%	i	1.1	-7.6%	-4.6%	-1.7%
CC(C)NC(=O)C(=O)NNC(=O)C12CC3CC(CC(C3)C1)C2	2.7%	-0.4	55	-11.0%	0.6%	8.2%	i	0.4	-0.4%	-14.3%	2.9%
O=C(Nc1cc(C(F)(F)F)ccc1N1CCOCC1)c1cn2ccccc2n1	-5.1%	-2.4	66	-3.7%	-0.5%	2.6%	i	0.2	-13.2%	7.4%	0.9%
O=C(Nc1ccc(Br)cc1)C1CC(c2c(F)cccc2Cl)=NO1 (centres undefined)	11.9%	1.7	75	0.8%	0.5%	6.8%	i	0.5	-7.3%	1.7%	-5.7%
CC1=C(C(=O)OC2CCCCC2)C(c2ccccc2)NC(=O)N1 (centres undefined)	-3.4%	-0.1	66	-1.6%	0.6%	10.5%	i	0.4	-10.6%	8.3%	4.8%
COc1ccc(NC(=O)Cn2c(=O)n(CC(=O)NCc3ccco3)c(=O)c3ccccc32)cc1	5.6%	-0.3	86	9.4%	-0.6%	3.1%	i	2.4	-2.4%	8.0%	3.1%
Cc1cc(C)n(/N=C\c2c(O)ccc3ccccc23)c(=O)c1C(N)=O	0.7%	-1.1	87	0.8%	-0.4%	3.6%	i	0.9	2.9%	7.0%	-5.5%
COc1cc(NC(=O)C2CCCN(S(=O)(=O)c3ccc4c(c3)oc(=O)n4C)C2)cc(OC)c1 (centres undefined)	0.8%	-0.9	80	23.1%	-1.9%	8.2%	i	3.2	-7.1%	-0.1%	10.8%
Cc1cc(S(=O)(=O)N2CCN(c3ccccc3O)CC2)c(C)s1	1.0%	1.5	95	-0.4%	-2.0%	-4.1%	i	3.1	-7.9%	4.7%	9.5%
Cc1cc(NC(=O)C2CC(=O)N(c3cccc(C)c3C)C2)no1 (centres undefined)	-1.0%	-0.8	44	0.6%	0.4%	-2.3%	i	0.7	-2.3%	2.4%	-4.9%
C=C(C)c1cccc(C(C)(C)NC(=O)NCc2ccc(OC)c(OC)c2)c1	5.4%	-0.9	85	-11.6%	-1.3%	-0.8%	i	1.3	-3.6%	-11.2%	0.8%
CN(C)S(=O)(=O)c1ccc(S(=O)(=O)NCc2cccs2)cc1	4.9%	42.0*	44*	16.5%	-0.5%	5.0%	i	0.3	-3.9%	3.0%	-6.8%
COc1ccc(N2CCN(C(=O)C3CC(=O)N(c4ccc(C)cc4)C3)CC2)cc1 (centres undefined)	9.1%	-0.7	72	9.0%	-0.8%	/	i	0.1	-5.3%	-0.7%	-2.1%
CCCNC(=O)NS(=O)(=O)c1cnccc1Sc1ccc(Cl)c(Cl)c1	-4.8%	0.7	60	/	2.2%	8.7%	i	1.5	-2.0%	0.3%	-9.0%
Cc1ccc(S(=O)(=O)Nc2c(NC3CCCCC3)c3ccccc3oc2=O)cc1	0.8%	-0.8	58	0.3%	1.8%	1.9%	i	0.8	-4.1%	16.2%	3.7%
Oc1cc(O)cc(/C=C/c2ccc(O)c(O)c2)c1	/	2.6	57	/	/	?	i	0.6	/	/	-9.9%
O=C(Nc1cccc(S(=O)(=O)NC2=NCCC2)c1)C1CC(=O)N(c2ccc3c(c2)OCCO3)C1 (centres undefined)	-4.2%	-1.0	59	-5.1%	-0.9%	2.9%	?	/	-7.8%	0.3%	0.1%
COc1cc(C(=O)Nc2nc3ccc(S(C)(=O)=O)cc3s2)cc(OC)c1C	2.0%	4.9	53	0.3%	0.8%	-0.1%	i	0.5	-8.6%	-7.2%	-15.1%
Cc1ccc(C)c(OCCC(=O)OCC(=O)Nc2ccc(N3CCOCC3)cc2)c1	/	0.2	58	/	/	-2.4%	i	0.3	/	/	2.6%
CCN(CC)c1ccc(S(=O)(=O)N2CCOCC2)cc1NC(=O)COC(=O)COc1ccccc1C	2.0%	2.9	65	20.4%	0.7%	7.5%	i	2.3	4.1%	6.1%	-5.5%
CCCCCN1C(C)=CC(=C(C#N)C#N)C=C1C	0.1%	0.7	43	-8.6%	-0.3%	9.2%	i	0.5	-8.1%	-14.6%	1.1%
O=C(CSc1nnc(CNC(=O)c2cccs2)o1)Nc1ccc(Br)cc1	2.3%	1.5	67	-1.4%	-0.7%	2.4%	i	0.9	-7.0%	-0.5%	1.8%
CSc1ccc(/C=C(\NC(=O)c2ccco2)C(=O)N2CCCCC2)cc1	1.3%	1.7	45	-8.8%	-1.1%	0.1%	?	/	-5.2%	5.9%	-3.6%
CSc1ccccc1NC(=O)CN(c1cc(C)cc(C)c1)S(C)(=O)=O	-3.3%	-2.1	67	-2.6%	-0.7%	2.0%	i	0.5	2.5%	11.5%	-13.3%
CCOC(=O)c1cnc(-c2cccc(OC)c2)[nH]c1=O	-0.1%	-0.4	59	-1.1%	-2.4%	2.5%	i	0.8	-4.1%	-9.4%	0.2%
COc1cccc(N2CCN(c3ccc4nnc(CCC(=O)Nc5ccccn5)n4n3)CC2)c1	2.0%	1.1	85	2.4%	-1.2%	8.1%	i	1.4	-1.3%	8.2%	-8.0%
C/C(=N\NC(=O)COc1ccc(C#N)cc1)c1ccc(N2CCOCC2)cc1	-1.5%	-1.0	83	1.8%	-0.5%	8.4%	i	0.6	-7.8%	18.9%	24.1%
COC(c1ccccc1)c1nnc(CCC(=O)N(C)Cc2cccc(-n3cccn3)c2)o1 (centres undefined)	-1.5%	2.9	68	8.1%	0.2%	3.7%	i	0.5	-9.0%	1.8%	6.7%
COC(=O)c1cc(OC)c(OC)cc1NCC(=O)Nc1ccc(OC)c(OC)c1	-0.9%	0.7	56	-1.0%	0.0%	-2.3%	i	0.4	-5.0%	-10.8%	14.7%
COc1ccccc1CC(=O)NCCc1ccc(S(N)(=O)=O)cc1	-2.8%	0.4	73	-0.3%	0.0%	-1.1%	i	2.5	-6.5%	-4.7%	-10.1%
Cc1ccc(Nc2ncnc3ccccc23)cc1	12.5%	-2.1	80	0.6%	-1.0%	12.6%	i	0.8	-7.3%	-1.4%	3.4%
CCCc1cc(=O)[nH]c(SCC(=O)c2c(N)n(CC(C)C)c(=O)n(C)c2=O)n1	/	2.1	53	/	/	2.4%	i	0.7	/	/	3.6%
CC1(C)Cc2c(sc(/N=C/N3CCCCC3)c2C#N)C(C)(C)N1	1.7%	3.1	39	3.9%	1.2%	-8.3%	i	1.9	-1.2%	-6.6%	10.9%
CCOc1ccc(NC(=O)NC2CCOC(C)(C)C2)cc1 (centres undefined)	2.8%	1.0	48	26.5%	2.1%	10.8%	i	0.7	-3.9%	8.3%	-9.8%
Cc1ccc(/C([O-])=C(/C(=S)Nc2ccc(SC(F)F)cc2)[n+]2ccccc2)cc1[N+](=O)[O-]	-7.9%	1.0	32	11.5%	2.0%	11.3%	i	0.6	-4.8%	18.4%	1.4%
CCOC(=O)c1cccc(NC(=O)C2(S(=O)(=O)c3ccc(C)cc3)CC2)c1	4.7%	0.4	66	19.8%	-1.6%	7.3%	i	0.5	-5.9%	-6.7%	9.2%
CCOC(=O)c1cc(-c2csc(COc3ccccc3)n2)on1	9.6%	-0.7	32	1.1%	-1.5%	12.1%	i	0.3	-4.8%	19.0%	-2.7%
O=C(CSCC(=O)NCc1ccco1)NCc1ccco1	-4.6%	-1.1	47	8.1%	-1.2%	5.3%	i	1.4	-12.0%	5.6%	-2.7%
COc1cc2nc(CSc3ncn[nH]3)[nH]c(=O)c2cc1OC	0.3%	1.6	58	4.7%	0.0%	11.3%	i	0.3	-1.5%	-12.7%	0.5%
